Assay outcomes: PubChem, National Center for Advancing Translational Sciences (NCATS)
ASM inhibitor: inhibitors of human secretory acid sphingomyelinase; P17405; placental ASM, HMU-PC fluorogenic substrate, 60 min; Potency, µM (highest dose often 57.5 µM), inactives show top-dose activity change, negative = inhibition, most hits filed as inhibitors; 340,000 compounds, 0.006% hits; AID 504937; note: potency is the fitted concentration of half-maximal effect
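Steps: dispense placental human ASM, pin compound, wait 10 min at room temperature, add HMU-PC0 substrate at 9 uM final, incubate 60 min at 37 °C, add stop solution raising pH to 10, read fluorescence.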
a7 integrin act: activates integrin-mediated alleviation for muscular dystrophy; 350,000 compounds, 0.064% hits; alpha7betagal myoblasts, beta-gal FDG fluorescence, 48 h; Potency, µM (highest dose often 38.3 µM), for inactives: top-dose activation, usual class: activators;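 note: potency is the fitted concentration of half-maximal effect; 100% = response of the positive control SU9516; nearly all actives have a fitted effect of over 60% in size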
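alpha7betagal+/- myoblasts (passage 13, 250/well) treated 48 h at 37C with compounds at 1:260 dilution of DMSO stock. Lysed, then beta-galactosidase activity read as FDG fluorescence (ex 480/em 540) after 30 min, with pre-read for autofluorescence.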
MBNL1-CUG inh: MBNL1-poly(CUG) RNA binding inhibition; Q9NR56; TR-FRET MBNL1-His/biotin-(CUG)12 binding, 665/545 ratio; Potency, µM (titrated, usually from 57.5 µM), inactives show top-dose activity change, negative = inhibition, usual class: inhibitors; 280,000 compounds, 0.036% hits; AID 2675; active = well fitted inhibition curve with a large enough effect in the signal ratio, with a control signal flat, not every such curve was filed as active; inconclusive = small, poorly fitted or top-dose-only effect, or effect the other way, or a change in a side signal; inactive = no such curve, though single readings can be large or run the other way; the % refers to the signal ratio; note: potency is the fitted concentration of half-maximal effect; % is set by controls: 0 for no effect and ±100 for the full control effect
Target sequence (Q9NR56 whole entry, looked up): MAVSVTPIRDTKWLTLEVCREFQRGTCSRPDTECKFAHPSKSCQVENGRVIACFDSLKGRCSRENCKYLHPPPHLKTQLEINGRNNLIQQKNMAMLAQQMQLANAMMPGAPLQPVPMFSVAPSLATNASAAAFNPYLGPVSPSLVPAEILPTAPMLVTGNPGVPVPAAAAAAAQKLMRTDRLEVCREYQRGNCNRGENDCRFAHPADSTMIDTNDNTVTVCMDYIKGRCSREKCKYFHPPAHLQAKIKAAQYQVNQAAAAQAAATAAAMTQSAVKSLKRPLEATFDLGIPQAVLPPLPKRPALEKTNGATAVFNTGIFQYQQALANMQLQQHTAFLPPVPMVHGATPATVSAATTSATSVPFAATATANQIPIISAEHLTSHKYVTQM
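His-tagged MBNL1 binding to biotinylated (CUG)12 RNA was measured by TR-FRET using terbium anti-His antibody (0.055 ng/ul final) and streptavidin-XL665 (5 nM final). Compounds were titrated 92 nM to 58 uM; 60 min at room temperature.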
TCR act: activates T cell receptor signaling | primary human leukocytes, anti-CD3, IL-2 HTRF, 48 h | 330,000 tested, under 10 active | Potency, µM (series often up to 9.22 µM), for the others: at the top dose activation of IL-2 secretion, actives largely listed as activators | AID 504894; note: % of control where 0% means no effect
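Readout: HTRF IL-2, Eu-cryptate/d2 antibody pair, 320nm excitation, 665nm emission. Stimulus: a-CD3 beads, no co-stimulation. Cells: primary human leukocytes. Exposure: 48 hr with compound.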
Mito fusion yeast: mitochondrial division inhibition or fusion activation; S. cerevisiae fusion-defective mutant growth rescue, CellTiterGlo 48 h; Potency, µM (top dose mostly 46.1 µM), without a hit: at the highest dose growth rescue (activation), most hits filed as activators; 320,000 compounds, 0.23% hits; AID 485298;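 note: potency is the fitted concentration of half-maximal effect; % of control where 0% means no effect; nearly all actives have a fitted effect of over 45% in size; temperature-sensitive fusion mutants such as fzo1-1 at 37 °C on non-fermentable ethanol glycerol medium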
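S. cerevisiae fusion-defective temperature-sensitive mutants (e.g. fzo1-1, mgm1-5) grown 48 h at 37C in YPEG (ethanol/glycerol non-fermentable) medium with 23 nl compound per well; growth rescue read as CellTiterGlo luminescence.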
TSHR antagonist: antagonists of human thyroid stimulating hormone receptor | P16473 | 330,000 compounds, 0.2% hits | activity change, negative = inhibition, % at 11.5 µM | TSHR-expressing cells, TSH-stimulated cAMP HTRF, 2 h; active compounds read low;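 active = activity change below a set negative limit, meaning inhibition stronger than a set level, cut at about -70% in these data; inconclusive = activity change between two set negative limits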; note: % is set by controls: 0 for no effect and ±100 for the full control effect
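Cell-based HTRF cAMP assay; TSHR cells + compound, TSH EC80 (4nM final), 2 h, 37 deg C. Lysis with anti-cAMP cryptate and cAMP-d2, 30 min RT, read 665/620 nm.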
CXXC DNA block: MLL CXXC-DNA interaction inhibition; 290,000 compounds, 0.037% hits; MLL-CXXC / FITC-HOXA9 DNA fluorescence polarization; AID 2662; Potency, µM (series often up to 115 µM), inactives show at the top dose activity change, negative = inhibition, usual class: inhibitors; Q03164; active = well fitted inhibition curve with a large enough effect in the polarisation, with a control signal flat, not every such curve was filed as active; inconclusive = small, poorly fitted or top-dose-only effect, or effect the other way, or a change in a side signal; inactive = no such curve, though single readings can be large or run the other way; the % refers to the polarisation; note: potency is the fitted concentration of half-maximal effect
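Fluorescence polarization: 7 uM MLL-CXXC (stock) preincubated 5 min with compounds, then 50 nM fluorescein-HOX-A9 DNA (stock) added; 30 min ambient. Buffer 50 mM Tris-HCl pH 7.5, 50 mM NaCl, 1 mM DTT, 0.05% BSA.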
PTAP TSG101 blk: blocks PTAP/TSG101 interaction to inhibit HIV-1 budding | Q99816 | Fluorescence polarization, FITC-PTAP peptide / Tsg101 binding | Potency, µM (highest dose often 115 µM), for the others: top-dose activity change, negative = inhibition, hits mostly inhibitors | 340,000 tested, under 10 active | AID 493005; active = well fitted inhibition curve with a large enough effect in the main read-out, with a control signal flat, not every such curve was filed as active; inconclusive = small, poorly fitted or top-dose-only effect, or effect the other way, or a change in a side signal; inactive = no such curve, though single readings can be large or run the other way; note: potency is the fitted concentration of half-maximal effect; % of control where 0% means no effect
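Steps: Tsg101 binding domain dispensed (10 uM final), compounds pinned in DMSO, FITC-labeled PTAP-motif peptide added (50 nM final); after 20 min binding at room temperature, polarization measured.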
A-T KAP1 phos: potential ataxia-telangiectasia treatments restoring KAP-1 phosphorylation | […] A-T fibroblasts, KAP-1 phosphorylation AlphaLISA; neocarzinostatin DNA damage 30 min before lysis | Potency, µM (doses to about 57.5 µM), inactives show at the top dose activation, actives largely listed as activators | 320,000 compounds, 0.19% hits | AID 485349; note: potency is the fitted concentration of half-maximal effect; % of control where 0% means no effect; nearly all actives have a fitted effect of over 45% in size
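hTERT-immortalized A-T patient fibroblasts ([…]), 500 cells/well in OPTI-MEM, 1% FBS, got compounds for 60 min, then NCS for 30 min at 37C. Lysates were then assayed for phospho-KAP-1 by AlphaLISA (anti-pKAP1 donor, anti-KAP1 acceptor beads), 6 hr at 25C.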
Menin-MLL TR inh: menin-MLL binding inhibition, Texas Red mutant peptide; O00255; Menin + Texas Red MLL mutant peptide, fluorescence polarization; Potency, µM (top dose mostly 61.6 µM), for inactives: top-dose FP activity change, negative = inhibition, hits mostly inhibitors; 270,000 compounds, 0.23% hits; AID 1768; active = well fitted inhibition curve with a large enough effect in the polarisation, with a control signal flat, not every such curve was filed as active; inconclusive = small, poorly fitted or top-dose-only effect, or effect the other way, or a change in a side signal; inactive = no such curve, though single readings can be large or run the other way; the % refers to the polarisation; note: potency is the fitted concentration of half-maximal effect; % of control where 0% means no effect; many of its hits are not listed in these tables
Target sequence (O00255 whole entry, looked up): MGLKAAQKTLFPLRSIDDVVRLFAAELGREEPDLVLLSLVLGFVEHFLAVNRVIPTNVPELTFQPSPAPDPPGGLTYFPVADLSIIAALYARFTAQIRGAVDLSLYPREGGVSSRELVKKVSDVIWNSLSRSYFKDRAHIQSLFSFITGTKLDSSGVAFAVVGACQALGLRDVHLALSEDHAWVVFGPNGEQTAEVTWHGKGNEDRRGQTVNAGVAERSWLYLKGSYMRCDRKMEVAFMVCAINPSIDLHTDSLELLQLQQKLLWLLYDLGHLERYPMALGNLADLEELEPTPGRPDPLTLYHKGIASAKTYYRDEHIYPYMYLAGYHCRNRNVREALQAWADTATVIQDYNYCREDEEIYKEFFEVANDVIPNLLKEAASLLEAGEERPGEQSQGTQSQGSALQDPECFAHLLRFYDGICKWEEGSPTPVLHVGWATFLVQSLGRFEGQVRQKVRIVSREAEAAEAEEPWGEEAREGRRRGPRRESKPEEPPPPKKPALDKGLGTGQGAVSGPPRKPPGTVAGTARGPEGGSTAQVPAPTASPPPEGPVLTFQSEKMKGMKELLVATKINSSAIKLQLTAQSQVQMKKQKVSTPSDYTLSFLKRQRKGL
Numbers without * were called inactive; ? = inconclusive; / = not tested or not shown; & = joins results of further samples; [ ] = remark or other dose. Unless noted, calls come from the whole dose curve; as a rule, active = well fitted curve in the direction sought with a large enough effect; inconclusive = small, poorly fitted or top-dose-only effect, or another doubt; inactive = no such curve, though single readings can be large; an effect the other way counts as inactive or inconclusive. Not all compounds are listed, so the mix of outcomes need not match the whole.

SMILES	ASM inhibitor	a7 integrin act	MBNL1-CUG inh	TCR act	Mito fusion yeast	TSHR antagonist	CXXC DNA block	PTAP TSG101 blk	A-T KAP1 phos	Menin-MLL TR inh
CC(=O)Nc1ccc(S(=O)(=O)NCCc2cc3ccc(C)c(C)c3[nH]c2=O)cc1	0%	12%	1%	-4%	-3%	-11	21%	/	1%	/
CCN(CC)S(=O)(=O)c1ccc(OC)c(NC(=O)c2ccc(-n3cncn3)c([N+](=O)[O-])c2)c1	-3%	-44%	/	3%	-6%	-9	/	0%	-4%	/
N#CCCn1c(C2CCCCC2)nc2ccccc21	4%	1%	5%	-6%	-3%	0	-1%	-8%	2%	-17%
O=C(NCc1ccco1)C1CC(c2cccc([N+](=O)[O-])c2)=NO1 (configuration not stated)	-2%	-10%	?	-4%	4%	-2	-21%	-2%	-2%	4%
CC(=O)Nc1ccc(S(=O)(=O)N/N=C/c2ccc(C)o2)cc1	3%	29%	15%	5%	1%	0	3%	-12%	2%	10%
Cc1ccc(S(=O)(=O)NCC(=O)OCC(=O)N(C)C2CCCCC2)cc1	1%	10%	/	-7%	4%	-5	/	-5%	-2%	/
Cc1c(CCC(=O)NCCCn2ccnc2)c(=O)oc2c(C)c3occ(C(C)(C)C)c3cc12	-5%	-55%[inhibitor]	11%	-3%	-6%	3	7%	-7%	6%	-26%
O=S1(=O)Cc2cc3ccccc3cc2C1	4%	-13%	21%	6%	-4%	-7	-1%	1%	-8%	?
CC(=O)c1cccc(NS(=O)(=O)c2ccc(N/C=C\C(=O)c3ccc(C)cc3)cc2)c1	28%	0%	20%	2%	-1%	-12	-3%	-5%	-4%	?
CCN1CCN(C2CCCCC2NS(=O)(=O)c2ccccc2)CC1 (configuration not stated)	6%	0%	3%	8%	-4%	2	27%	-4%	0%	-3%
NS(=O)(=O)c1ccc(NC(=O)COC(=O)CSCc2ccc(F)cc2)cc1	0%	9%	/	/	-1%	19	/	-2%	1%	/
N#CCO/N=C(\c1ccccc1)c1ccncc1	5%	0%	4%	1%	-5%	-28	-3%	-7%	20%	-8%
CC(C)(C)c1onc(OCP(=O)(O)O)c1CC(N)C(=O)O (configuration not stated)	/	/	/	/	-10%&-2%	-9&-10	-2%	/	/	7%
O=C(C1CCCO1)N1CCN(C(=S)Nc2ccccc2)CC1 (configuration not stated)	7%	12%	/	-4%[46.1 µM]	1%	5	15%	-9%	6%	2%
CN(C)/C=C/C(=O)c1ccc(Oc2ncccn2)cc1	-1%	5%	7%	-2%	1%	-7	-2%	1%	-3%	8%
CCC(C)[C@H](NC(=O)[C@@H]1CSC2c3ccccc3C(=O)N21)C(=O)NCc1ccncc1 (some centres not stated)	-2%	-25%	4%	3%	1%	-8	5%	-6%	-5%	/
COc1cccc(/C=C2\SC(=O)NC2=O)c1OCc1ccc(C(=O)O)cc1	6%	17%	16%	-19%	4%	21	?	0%	4%	0%
COC(=O)c1ccc(N=NNc2ccccc2)cc1	-1%	0%	/	6%[46.1 µM]	-1%	-4	17%	-3%	-5%	-21%
Cc1ccc2nc(NC(=O)c3ccc4ncsc4c3)sc2c1	51%[activator]	-3%	51%[activator]	-12%	6%	-14	-12%	1%	5%	28%
O=C(O)C(c1ccccc1)N1C(=O)c2cccc3cccc(c23)C1=O (configuration not stated)	8%	0%	?	-2%	-1%	-15	3%	-4%	3%	-13%
CN(c1ccccc1)S(=O)(=O)c1cccc(NC(=O)COc2ccccc2)c1	-4%	3%	/	/	?	7	/	1%	7%	/
Cc1cccc(Cc2cnc(NC(=O)C3=NCCN3)s2)c1	-1%	-39%	6%	1%	-1%	7	0%	0%	3%	0%
COc1ccc(-n2c3c(cc(C(=O)N4CCN(CCO)CC4)c2=O)C(=O)CC(C)(C)C3)cc1	0%	-8%	2%	-5%	-1%	5	-2%	-7%	4%	/
CCN1CCN(c2cc(C)c3cc(NC(=S)NCCCN4CCc5ccccc5C4)ccc3n2)CC1	163%[activator]	-69%[inhibitor]	-28%	0%	4%	12	1%	-1%	-2%	-22%
CC1CCCC(n2cnc3cc(C(=O)O)ccc32)C1C (configuration not stated)	4%	22%	-10%	5%	1%	-5	7%	-3%	-3%	4%
COC(=O)C1=CN(c2ccc(F)cc2)C=C(C(=O)OC)C1c1ccc([N+](=O)[O-])cc1	-7%	24%	6%	-7%	3%	-10	-5%	/	-2%	3%
COc1ccc(NC(=O)c2nc[nH]c2C(=O)Nc2ccccc2C)cc1	-1%	-24%	-12%	-2%	-6%	-6	?	-1%	-1%	0%
COc1c(F)cccc1C1=CC(=O)C[C@H](c2ccc3c(c2)OCO3)C1	1%	-25%	/	3%	?	-6	/	-3%	14%	/
COc1ccc(C2=NN(C(=O)c3ccccc3)C(c3ccccc3)C2)c(O)c1 (configuration not stated)	-11%	?	3%	3%	-6%	3	?	-2%	-3%	?
O=C(CS(=O)c1ccc(C(F)(F)F)cc1[N+](=O)[O-])Oc1ccccc1 (configuration not stated)	3%	-50%[inhibitor]	?	-5%	4%	-71*	11%	0%	/	?
Cc1ccc(CSc2nnnn2C)cc1	10%	32%	-5%	-2%	3%	11	7%	-1%	11%	3%
COc1ccc(S(=O)(=O)N2CCOCC2)cc1C(=O)N1CCCCC1	2%	-14%	-2%	-4%	1%	6	1%	2%	9%	/
CSc1ccccc1OCc1cc(C(=O)N2C[C@H]3CC[C@H]2C3)no1	0%	4%	-1%	-3%	-4%	-4	4%	/	4%	-17%
CCCNC(=O)N[C@@H](CCSC)C(=O)OC	10%	19%	-5%	-7%	2%	10	5%	-5%	-4%	12%
CCOc1ccc(C(Nc2ccc(C)cc2)P2(=O)OCC(C)(C)CO2)cc1 (configuration not stated)	1%	13%	-4%	2%	-5%	4	-1%	-4%	1%	3%
O=C(CSc1nnc(NC(=O)c2cccc(Br)c2)s1)NCC1CCCO1 (configuration not stated)	-2%	21%	-7%	-1%	2%	?	3%	0%	-12%	/
CCCCN(C(=O)Cc1ccc(S(=O)(=O)N2CCOCC2)s1)c1c(N)n(CCCC)c(=O)[nH]c1=O	23%	14%	/	3%	-4%	-5	/	-1%	-2%	/
O=C(NC(=S)N1CCCc2ccccc21)c1ccco1	3%	-34%	-4%	-19%	1%	3	21%	-6%	-1%	6%
CN(C)c1ccc(-c2nn3c(-c4ccc(Cl)cc4Cl)nnc3s2)cc1	/	/	0%	/	1%	1	42%[activator]	/	7%	-14%
Cc1cccc(NC(=O)CSCC(=O)Nc2ccc(S(=O)(=O)N3CCCC3)cc2)c1	-1%	-32%	/	-2%	3%	-4	/	-4%	-15%	/
COc1cc(/C=C2\SC(=S)N(NS(=O)(=O)c3ccccc3)C2=O)cc(OC)c1OC	-26%	-10%	?	-2%	0%	-1	1%	-8%	1%	/
COc1ccc(-c2[nH]ncc2CN(C)Cc2ccccn2)c(OC)c1	0%	-6%	7%	-4%	-2%	29	-5%	-1%	0%	0%
CC(C)C(C)NC(=O)COc1ccc([N+](=O)[O-])cc1Cl (configuration not stated)	-5%	5%	?	-5%	16%	6	17%	-6%	0%	2%
CCCn1c(O)c(N=NC(=O)CNC(=O)c2cccnc2)c2ccccc21	-2%	-1%	?	-11%	-15%	2	-2%	0%	1%	14%
O=C(C1=C[C@@H](c2coc3ccccc3c2=O)C[C@@H](OCCCCO)O1)N1CCN(Cc2ccccc2)CC1	-2%	42%	12%	5%	-1%	14	29%	0%	-5%	?
COc1ccc(OC)c(S(=O)(=O)NCC(c2ccco2)N2CCc3ccccc3C2)c1 (configuration not stated)	-2%	-2%	/	1%	?	-1	/	-7%	2%	/
O=C(O)c1cc(NC(=O)c2cccc(C(=O)Nc3cc(C(=O)O)cc(C(=O)O)c3)c2)cc(C(=O)O)c1	7%	1%	3%	2%	0%	21	-1%	1%	-1%	-19%
